High-throughput results: PubChem, National Center for Advancing Translational Sciences (NCATS)
aSyn tox rescue – inhibitors of alpha-synuclein toxicity in yeast; S. cerevisiae alpha-synuclein toxicity rescue, BacTiter-Glo growth, 24 h; Potency, µM (series often up to 46.1 µM), inactives show top-dose growth rescue (activation), actives largely listed as activators; hit rate 0.02% among 94,000; active = well fitted activation curve with a large enough effect; inconclusive = small, poorly fitted or top-dose-only effect; also: 0% is about no effect
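Growth restoration measured by BacTiter-Glo luminescence after 24 hr at 30 deg C; alpha-synuclein yeast, raffinose-pregrown to mid-log, were added at OD600=0.02 in galactose medium onto pinned compounds.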
Starred values were filed as active, the others as inactive; ? = inconclusive; [ ] = another dose, or the depositor's remark. Potency is read from the fitted curve at half-maximal effect. This is a subset. The share of hits here may be higher or lower than overall.

mol	aSyn tox rescue
CC(=O)Nc1ccc(S(=O)(=O)CC(=O)CS(=O)(=O)c2ccc(NC(C)=O)cc2)cc1	-7%
Cc1ccc(NC(=O)CN2C(=O)N/C(=C/c3ccccc3OCc3cccc(C(=O)O)c3)C2=O)cc1	-3%
CC(C)C1C(=O)N(Cc2cn(CCC3OCCCO3)nn2)CCS(=O)(=O)N1Cc1ccc(-c2cccc(CO)c2)cc1 (configuration not stated)	11%
CCN(C(=O)COC(=O)/C=C/c1c(C)nn(-c2ccccc2)c1C)C1CCS(=O)(=O)C1 (configuration not stated)	8%
O=C(CCn1cnc2onc(-c3ccc(F)cc3)c2c1=O)N1CCN(c2ccccc2F)CC1	16%
CC(C)c1ccc(NC(=O)C2CCC(CNS(=O)(=O)c3ccc4c(c3)CCCC(=O)N4)CC2)cc1 (configuration not stated)	1%
CCC(=O)c1ccc(OCC(=O)OCC(=O)NC2CCCC2)cc1	4%
COc1ccc(OC)c(S(=O)(=O)Nc2ccc3c(c2)N(C(C)=O)CCC3)c1	-2%
COc1ccccc1Nc1c2c(nc3ccc(NC(=O)/C=C/c4cc(OC)c(OC)c(OC)c4)cc13)CCCC2	-30%[inhibitor]
C[C@@H]1CN([C@@H](C)CO)C(=O)c2cc(Br)cnc2O[C@@H]1CN(C)C(=O)CN(C)C	-3%
CCc1ccc(CNC(=O)c2cnc3c(C)cccn3c2=O)cc1	0%
NC(=O)COC(=O)c1cc(-c2ccco2)nc2ccccc12	-3%
COc1ccccc1NC(=O)CCc1c(C)nc2c(-c3ccc(F)cc3)c(C)nn2c1C	-5%
Cc1ccc(CNC(=O)c2ccc3c(c2)nc(C)n3-c2cc(C)cc(C)c2)cc1	5%
C[C@@H]1CN([C@H](C)CO)C(=O)CCCn2nncc2CO[C@@H]1CN(C)S(=O)(=O)c1ccccc1C#N	5%
COc1ccc(N(CC(=O)N2CCc3ccccc3C2)S(=O)(=O)c2ccc(C)cc2)cc1Cl	2%
COc1ccc(C(=O)OCC(=O)c2c(N)n(C)c(=O)n(C)c2=O)cc1OC	1%
COc1ccc(CCNC(=O)CNC(=O)c2ccc3c(c2)OCO3)cc1OC	3%
CCOc1ccc(C(c2c(O)cc(C)n(Cc3ccco3)c2=O)N2CCN(c3ccccc3)CC2)cc1 (configuration not stated)	-8%
CCOc1ccc(C(=O)CCC(=O)N(CC)CC(=O)NCc2cccs2)cc1	-6%
COc1ccc(-c2nc3c(c(SCC(=O)Nc4cc(C)cc(C)c4)n2)Cc2c(CO)cnc(C)c2O3)cc1	8%
Cc1ccc(S(=O)(=O)N2CCCCC2)cc1NC(=O)CNCc1ccco1	-2%
Cc1cc(C)cc(-c2nnc(SCC(=O)Nc3cc(C)on3)o2)c1	1%
CC(=O)c1ccc(NS(=O)(=O)c2ccc3c(c2)NC(=O)CCS3)cc1	3%
Cc1cc(C(=O)CCC(=O)Nc2ccc(C(N)=O)cc2)c(C)s1	-4%
Cc1ccc(S(=O)c2snnc2C)cc1 (configuration not stated)	3%
COc1ccc(NC(=O)CCCc2nnc3n(C(C)C)c(=O)c4sccc4n23)cc1Cl	-1%
C=C(C)Cn1c(SCC(=O)Nc2cccc(Cl)c2)nc2sc3c(c2c1=O)CCCC3	9%
COc1ccc(-c2cc(-c3ccccc3)nc(SCC(=O)Nc3ccccc3F)c2C#N)cc1	-1%
CCCN(CCC)S(=O)(=O)c1ccc2c(c1)N(CC(=O)NCc1ccc(F)cc1Cl)C(=O)CS2	-10%
Cc1ccccc1OCCC(=O)OCC(=O)NCCNC(=O)COC(=O)CCOc1ccccc1C	9%
CCOc1cc(C(=O)OCc2cc(=O)n3nc(C4CC4)sc3n2)cc(OCC)c1OCC	6%
Cc1cc(C)c(S(=O)(=O)N2CCN(C(=O)c3cc4ccccc4o3)CC2)c(C)c1	3%
CCSc1nc2n(n1)C(c1ccc(C(=O)O)cc1)C(C(=O)Nc1ccccc1C)=C(C)N2 (configuration not stated)	-6%
CCCn1c(SCC(=O)NC)nc2sc3c(c2c1=O)CCC3	3%
CCOc1ccccc1Nc1nc2ccccc2c2nncn12	1%
CCOc1ccc(NC(=O)CN(C)C(=O)c2cc(S(=O)(=O)N3CCCCCC3)ccc2OC)cc1OCC	-7%
C#CCN(C[C@@H]1[C@@H](OC(=O)NC2CCCC2)[C@@H](OC(=O)NC2CCCC2)Cn2c(=O)ccc(=O)n21)S(=O)(=O)c1ccc(C)cc1	-1%
CCOc1ccc(-n2cc(-c3ccccc3)c3c(NCc4ccccc4)ncnc32)cc1	2%
COC(=O)C(NC(=O)c1ccccc1)C(C)(C)SCc1ccccc1 (configuration not stated)	2%
Cc1cccc(NC(=O)CSc2nc3c([nH]c4ccccc43)c(=O)n2C)c1C	5%
O=C(c1ccccc1)c1ccc(-n2cnnc2)c([N+](=O)[O-])c1	3%
COc1ccc(Cl)cc1NC(=O)c1oc2ccc(S(=O)(=O)N3CCCCC3)cc2c1C	-14%
Cc1ccc(NC(=O)Cn2c(=O)n(CCCCC(=O)NCCc3ccccc3)c(=O)c3ccccc32)cc1	-7%
COc1ccc(N2CCN(C(=O)c3cn(C4CCCCC4)c(=O)c4c3c3ccccc3n4C)CC2)cc1	16%
COc1cc(C(=O)Nc2ccc(C(=O)c3ccncc3)cc2)cc(OC)c1OC	5%
CCOC(=O)CC(NC(=O)Cn1nnc(-c2ccccc2C)n1)c1ccc(OC)cc1 (configuration not stated)	8%
CN(CC(=O)Nc1ccc(Cl)cc1)C(=O)c1ccc(S(=O)(=O)Nc2ccccc2)cc1	-4%
O=C(c1ccc2c(c1)N(Cc1cccc(Cl)c1)C(=O)c1ccccc1S2)N1CCOCC1	29%
CCc1cccc(NS(=O)(=O)c2ccc3c(c2)n(C)c(=O)c(=O)n3C)c1	-13%

(more compounds)
structure,aSyn tox rescue
Cc1cc(Nc2cccc(Cl)c2)nc(-c2ccccc2O)n1,-23%
COc1ccc(/C(O)=C/C(=O)C(=O)NNC(=O)c2ccccc2)cc1,2%
Cc1cccc(N2C(=O)/C(=C/c3cccnc3)SC2=S)c1,3%
Cc1ccc(/C=C/C(=O)O)cc1S(=O)(=O)NCC1CCCO1 (configuration not stated),-2%
COc1cccc(N2CC(NS(=O)(=O)c3ccc(Cl)cc3)CC2=O)c1 (configuration not stated),11%
Cc1ccc(OCCSc2nc3ccc(NC(=O)c4ccco4)cc3s2)cc1,-4%
Cc1ccc(C(=O)CCC(=O)Nc2ccc(C)cc2C)cc1,7%
O=C(C1COc2ccccc2O1)N(Cc1cccnc1)c1nc2ccc(F)cc2s1 (configuration not stated),8%
COc1ccc(NC(=O)CN2C(=O)CCc3cc(S(=O)(=O)N4CCOCC4)ccc32)cc1Cl,5%
Cc1ccc(C(=O)NCC(C)NC(=O)c2ccc(C)c(C)c2)cc1C (configuration not stated),-3%
CN(C)c1ccc(CNS(=O)(=O)c2csc(C(N)=O)c2)cc1,-5%
Cc1cccc(/C=N/n2c(-c3ccco3)n[nH]c2=S)c1,5%
Cc1cn2c(=O)cc(COC(=O)C(C)Oc3ccccc3)nc2s1 (configuration not stated),5%
N=c1ncn(C2OC(CO)C(O)C2O)c2nc(Br)[nH]c12 (configuration not stated),-14%
Cc1ccc(O)c(C(=O)c2cnc3c(c2)c(=O)n(C)c(=O)n3C)c1,3%
Cc1c(Cl)ccc2sc(NC(=O)c3ccc(S(=O)(=O)N4CCCC4)cc3)nc12,6%
CCOC(=O)N1CCN(Cc2nc3cc(NC(=O)c4ccc(F)cc4)ccc3n2C(C)C)CC1,-3%
O=C(Cn1c(=O)n(-c2ccc(F)cc2)c(=O)c2sccc21)NC1CCCCC1,-2%
COc1ccc(C2CC(=O)c3cnc4c(-c5ccccc5)c(C)nn4c3C2)c(OC)c1 (configuration not stated),-1%
Cn1c(CNC(=O)CSc2nc(-c3cccc(Cl)c3)nc3cc(=O)[nH]n23)nc2ccccc21,-5%
Cc1ccc(N2C(=O)CCSC23C(=O)N(Cc2ccc(F)cc2)c2ccccc23)cc1 (configuration not stated),5%
O=C(Nc1ccccc1-c1ccccc1)C1CCC1,2%
Cc1ccc(C)c(-n2c3nc(=O)[nH]c(=O)c-3cc3c(C)nn(-c4ccccc4)c32)c1,5%
C/C(=N\O)C(C)(C)Nc1ccc(Br)cc1,-11%
O=C(Nc1ccncc1)c1cc(S(=O)(=O)N2CCCCC2)ccc1Cl,2%
CCN(CC)c1ccc(NC(=O)COCc2cc(-c3ccc4c(c3)OCO4)on2)c(C)c1,5%
Cc1cccc(NC(=O)NC2CC(=O)N(c3ccc4c(c3)OCCO4)C2)n1 (configuration not stated),2%
Cc1ccc(N2C(=O)CC(SCC(=O)Nc3ccc(S(N)(=O)=O)cc3)C2=O)cc1 (configuration not stated),11%
O=C(Nc1ccc2c(c1)OCO2)c1noc2c1CCCC2,-14%
O=C1NC(=S)S/C1=C\c1ccc(SCc2ccco2)o1,-24%
O=S(=O)(c1ccc(S(=O)(=O)N2CCCC2)cc1)N1CCCCC1,9%
O=C(NCCc1ccc(Cl)cc1)C(=O)NCC(c1ccco1)S(=O)(=O)c1ccccc1 (configuration not stated),-10%
O=C(COc1ccc(F)cc1)OCc1cc(=O)n2nc(C3CC3)sc2n1,5%
CCN(CC)CCNC(=O)c1ccc(-c2nc(CS(=O)(=O)c3ccc(C)cc3)c(C)o2)cc1,2%
COc1ccc(C)c2sc(N3CCN(C(=O)c4ccco4)CC3)nc12,?
Cc1ccc(Cn2ccn(Cc3ccc(C)cc3)c(=O)c2=O)cc1,-1%
COc1ccc(Cn2c(C(=O)O)c(CNC3CCCCC3)c3ccc(C)cc32)cc1,2%
CCn1nc(C)c(CCN(C)C(=O)Nc2cc(C)cc(C)c2)c1C,2%
CCN1/C(=C/C=C2/SC(=Nc3cccc4ncccc34)N(C)C2=O)Sc2ccccc21,-1%
CCc1nnc(SC(CC)C(=O)Nc2cc(C)ccc2C)c2cc3occc3n12 (configuration not stated),23%
COc1cc(OC)c2c(C)c(CC(=O)N3CCCCC3)c(=O)oc2c1,1%
O=C(C1CCCN(S(=O)(=O)c2ccc(Br)s2)C1)N1CCN(c2cccc(Cl)c2)CC1 (configuration not stated),18%
Cc1ccc(CNC(=O)CCCc2c[nH]c3ccccc23)cc1,17%
CC1CCCN(C(=O)c2ccc3ncsc3c2)C1 (configuration not stated),-9%
Cc1cc(N2CCC(C)CC2)nc2ccc(NC(=O)Cc3ccccc3Br)cc12,-19%
Cc1ccc(OCCn2nnc3sc4c(c3c2=O)CCC(C)C4)cc1 (configuration not stated),11%
COc1cccc(NS(=O)(=O)c2ccc3[nH]cc(C(=O)NCCc4ccccc4)c(=O)c3c2)c1,-8%
COc1ccc(N(C)C(=O)c2cc3c(s2)-c2ccccc2OC3)cc1,-10%
COc1cccc(N2CCN(C(=O)Cn3ncc4c3-c3ccccc3OC4)CC2)c1,?
COc1ccc(/C=C/c2onc(C)c2S(=O)(=O)N2CCC(C(=O)N3CCC(C)CC3)CC2)cc1,-12%

Additional records.
structure,aSyn tox rescue
NC(=O)Nc1ccc(C(=O)OCC(=O)Nc2sccc2C(N)=O)cc1,0%
CS(=O)(=O)c1ccc2nc(NC(=O)CCN3C(=O)c4ccccc4C3=O)sc2c1,-7%
CCOC(=O)Cn1cnc2c(nnn2-c2ccc(F)cc2)c1=O,9%
CCOC(=O)N1CCN(Cc2nc3c(c(=O)n(C)c(=O)n3C)n2Cc2ccccc2)CC1,-3%
O=[N+]([O-])c1ccccc1S(=O)(=O)N1CCN(CC2CC=CCC2)CC1 (configuration not stated),-3%
Cc1cccc(NC(=O)C(=O)NCC(c2cccnc2)N2CCc3ccccc3C2)c1C (configuration not stated),-3%
S=C(NCc1ccc2c(c1)OCO2)NCc1ccc2c(c1)OCO2,1%
O=[N+]([O-])c1ccc(S(=O)(=O)Nc2nnc(C3CCCCC3)s2)cc1,-4%
O=C(Nc1cc(S(=O)(=O)N2CCOCC2)ccc1N1CCOCC1)c1cc2c(s1)CCC2,-5%
Cc1ccc(NC(=O)N2CCN3CCCCC3C2)cc1F (configuration not stated),-1%
